HUVEC tox IL1B: cytotoxicity in IL-1B stimulated HUVEC, primary screen, cytotoxicity control for IL-1B NFkB translocation project, imaging, Hoechst nuclear count, IL-1B stimulus; HUVEC cell count loss; hit rate 0.41% among 94,000; cell count reduction, % at 2 µM;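 active = cell count reduction more than 3 SD above the screen-wide mean, cut at about 70% in these data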;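 note: normalized per plate to untreated control cells as the no-loss baseline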
Smad3 inh: Smad3/FoxH1 peptide binding inhibitors, primary screen, biochemical, TR-FRET; Mothers against decapentaplegic homolog 3 (Homo sapiens), P84022; TR-FRET Smad3/Dy647-FoxH1 peptide binding, europium anti-His; inhibition, % at 25 µM; hit rate 0.29% among 88,000;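 active = compounds that reduce the energy-transfer binding signal between the protein and its labelled peptide by more than half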;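 note: 0% = Smad3 plus labelled peptide maximal FRET and 100% = peptide-only background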
F-actin modifier: modifiers of F-actin cytoskeleton organization, primary screen, imaging, HUVEC, phalloidin staining, high-content imaging; HUVEC TNFa F-actin phalloidin imaging; inhibition, % at 2 µM; hit rate 0.18% among 91,000;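 active = inhibition above the batch mean plus 3 SD and confirmed as a hit by visual image inspection, cut at about 30% in these data, passing the limit was not always enough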; note: strong numbers were not always called active
VCAM1 TNFa inh: inhibitors of TNFa-induced VCAM1 expression, primary screen, imaging, HUVEC, TNFa stimulus, immunofluorescence. inhibition, % at 2 µM. hit rate 0.48% among 95,000. HUVEC TNFa-induced VCAM-1 immunofluorescence, high-content imaging;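 active = inhibition above the batch mean plus 3 SD, with images confirmed as a hit by eye, cut at about 37% in these data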;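 note: 0% = TNF-stimulated DMSO wells and 100% = unstimulated control wells; not every result past the cut was called active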
H69AR inhibit: proliferation blockers of H69AR lung cancer cells, primary screen, cell-based, human, 86K library; AID 598, 2007; H69AR lung tumor viability, ATP luminescence, 72 h; stronger effect = lower value; hit rate 6% among 85,000; viability, % at 10 µM;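 active = viability at or below 40%; inactive = viability above 40%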;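 note: multidrug resistant small cell line overexpressing MRP-1 efflux transporter; 100% = mean luminescence of untreated control wells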
TNFa cytotox: cytotoxicity in TNFa-stimulated HUVEC, primary screen, cytotoxicity control for VCAM1 expression modulator project, imaging, Hoechst nuclei count; HUVEC TNFalpha-stimulated, Hoechst cell count; cell count reduction, % at 2 µM; hit rate 0.17% among 93,000;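 active = cell count reduction exceeding the screen mean by over 5 SD, scaled to untreated wells per plate, cut at about 78% in these data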;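 note: cells counted after 24 h of TNF alpha exposure following the 1 h pretreatment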
Fibroblast inh: antiproliferative effect on LL 47 fibroblasts – human, LL 47 cells, CellTiter-Glo luminescence, primary screen | LL 47 human lung fibroblast viability, ATP luminescence; stronger effect = lower value | viability, % at 10 µM | hit rate 1.1% among 85,000 | AID 719, 2007;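 active = viability at or below 50% in the single dose screen; inactive = viability above 50%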;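 note: compound exposure lasted 72 h before the ATP readout; 100% = median luminescence of untreated cell-only wells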
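test system = LL 47 human lung fibroblasts | amount = 1,150 fibroblasts seeded per well | medium = 15% FBS in IMEM | times = overnight cell rest, 72 h compound treatment at 37 °C | measured by = CellTiter-Glo luminescence measuring cellular ATP | read-out = viability percentage against median untreated-cell control | benchmarks = cell-only wells, no compound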
PTK2B oligo ant: antagonists of Pyk2 self-association, primary screen, Q293 cells, FERM NanoBiT luminescence, HTS; Protein-tyrosine kinase 2-beta (Homo sapiens), Q14289; stronger effect = lower value; z-score (the deposit names both 25 µM and 10 µM); hit rate 0.83% among 99,000;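 active = Z-score of -3 or lower, scaled per plate to the spread of control and sample wells; inactive = z-score above -3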;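 note: negative z-score means lost luminescence so less FERM oligomerization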
Target sequence (Q14289 whole entry, looked up): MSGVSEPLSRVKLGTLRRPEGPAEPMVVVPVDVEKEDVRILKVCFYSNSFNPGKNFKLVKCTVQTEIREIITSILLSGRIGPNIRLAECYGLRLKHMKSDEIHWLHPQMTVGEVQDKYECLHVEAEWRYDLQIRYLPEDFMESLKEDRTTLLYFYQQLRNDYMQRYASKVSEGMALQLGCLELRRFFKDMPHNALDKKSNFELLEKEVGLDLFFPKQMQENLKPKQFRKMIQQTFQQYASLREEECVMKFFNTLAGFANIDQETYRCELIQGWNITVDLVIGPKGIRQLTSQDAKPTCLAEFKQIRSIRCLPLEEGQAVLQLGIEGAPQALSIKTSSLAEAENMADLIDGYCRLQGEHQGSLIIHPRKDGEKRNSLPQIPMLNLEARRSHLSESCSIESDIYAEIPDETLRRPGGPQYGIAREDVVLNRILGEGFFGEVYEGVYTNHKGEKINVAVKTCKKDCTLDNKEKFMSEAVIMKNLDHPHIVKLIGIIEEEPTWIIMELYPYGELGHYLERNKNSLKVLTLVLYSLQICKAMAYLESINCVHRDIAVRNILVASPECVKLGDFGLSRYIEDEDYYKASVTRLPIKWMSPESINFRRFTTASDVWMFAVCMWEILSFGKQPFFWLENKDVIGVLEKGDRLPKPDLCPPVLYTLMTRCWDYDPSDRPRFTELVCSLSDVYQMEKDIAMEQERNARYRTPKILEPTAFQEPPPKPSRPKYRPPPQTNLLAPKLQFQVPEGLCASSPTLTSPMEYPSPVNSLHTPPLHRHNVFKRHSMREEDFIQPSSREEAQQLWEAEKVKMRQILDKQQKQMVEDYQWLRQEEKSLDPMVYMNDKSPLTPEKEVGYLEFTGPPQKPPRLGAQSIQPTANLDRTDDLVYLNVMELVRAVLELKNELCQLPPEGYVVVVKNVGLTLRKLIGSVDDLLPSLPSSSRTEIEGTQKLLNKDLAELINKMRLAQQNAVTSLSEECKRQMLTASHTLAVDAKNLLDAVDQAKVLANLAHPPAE
HUVEC prolif 384: inhibitors of HUVEC proliferation, primary screen, cell-based, 384-well; viability, % at 10 µM (by protocol); CellTiter-Glo luminescence, 72 h; stronger effect = lower value; AID 648, 2007; hit rate 1.1% among 86,000;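 active = viability at or below 30%; inactive = viability above 30%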;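 note: 100% = median luminescence of DMSO-only cell control wells on each plate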
The depositor's hits bear a star; x = not tested or not shown; [ ] = dose if it differs, or a comment.

SMILES	HUVEC tox IL1B	Smad3 inh	F-actin modifier	VCAM1 TNFa inh	H69AR inhibit	TNFa cytotox	Fibroblast inh	PTK2B oligo ant	HUVEC prolif 384
O=C(NC1CCCc2ccccc21)C1CCN(S(=O)(=O)c2cccc3nsnc23)CC1 (stereo not drawn)	-4	-3	-34	13	70	14	93	0.94	99
O=C(Oc1ccc([N+](=O)[O-])cc1)c1ccc2ccccc2n1	-8	x	16	8	x	-8	x	0.75	x
Cc1cc2ncn(S(=O)(=O)N3CCCCC3)c2cc1C	6	2	x	x	116	x	95	-1.4	86
COCCNC(=O)c1ccc(C)c(S(=O)(=O)Nc2ccc(C)cc2)c1	1	6	-25	-3	83	-1	97	-0.31	93
O=C1CCC(C(=O)N(Cc2ccco2)C2(C(=O)NC3CCCC3)CCCCC2)N1 (stereo not drawn)	1	8	6	-4	47	-2	93	0.78	86
O=C(CCC(=O)N1CCc2ccccc21)Nc1ccccc1	-10	1	16	-8	104	-20	99	1.4	97
CC(C)C(=O)Nc1ccc(C(=O)N2CCN(C(=O)c3ccco3)CC2)cc1	-27	-18	17	6	99	-40	103	x	98
Cc1ccc(C(C)C)c(OCC(=O)c2c(O)c3ccccc3oc2=O)c1	23	x	-1	-10	x	2	x	0.4	x
Cc1nc(SCC(=O)NCc2ccc(F)cc2)c2c(=O)n(C)c(=O)n(C)c2n1	11	2	-10	-6	85	-8	105	x	95
COc1cc2c(C(=O)N3CCN(C)CC3)c(C)oc2cc1Br	-12	9	-31	-4	98	-26	92	-0.31	100
Oc1c(Cl)cc(Cl)cc1/C=N/c1nccs1	-9	3	13	-7	81	-15	91	-1.2	53
CC(=O)N1N=C(c2cccc(Cl)c2)OC1c1ccc(C(C)C)cc1 (stereo not drawn)	16	14	4	12	89	6	97	0.76	106
CCn1c(=N)n(CC(=O)c2ccco2)c2ccccc21	-5	6	10	10	52	-4	90	0.6	99
C/C(CCc1ccc2c(c1)OCO2)=N\N=C1\NC(=O)CC(C(=O)Nc2ccccc2)S1 (stereo not drawn)	18	x	5	9	x	-28	x	0.67	x
Cc1c(C#N)c2ccccc2n1CC(=O)NC(C)c1ccccc1 (stereo not drawn)	-17	-27	-11	-6	55	7	92	-0.29	91
CCCCC1=NN2C(=N)CC(=O)N=C2S1	-17	x	-37	-5	x	-12	x	0.19	x
CCc1ccc2c(c1)C1(NN=C(c3ccccc3)S1)C(=O)N2 (stereo not drawn)	-3	-27	-2	24	15*	-15	32*	-0.73	55
Cc1occc1C(=O)OCC(=O)Nc1ccc(F)cc1	0	9	15	-60	93	-44	97	-0.64	102
COCCNC(=O)c1ccc(NS(=O)(=O)c2cc(C)ccc2C)cc1	-5	5	23	4	91	-20	84	0.18	100
COc1cc(NC(=O)c2ccc(Br)o2)ccc1NC(=O)c1ccccc1Cl	-4	2	42	17	70	-10	102	-0.56	66
CCOC(=O)CSC1=C(C#N)C(=O)NC2(CCCCC2)S1	-4	6	17	-4	103	-25	94	1.6	94
Cc1ccccc1OCC(=O)NNC(=O)Nc1ccc(Cl)cc1	-12	x	17	-2	x	-17	x	0.81	x
CS(=O)(=O)N1N=C(c2ccc(Br)cc2)CC1c1ccc2c(c1)OCO2 (stereo not drawn)	20	x	14	-3	x	-7	x	-2.4	x
NCCN1CCN(CCN)CC1	-1	7	4	94*	99	3	100	-0.7	104
CCOC(=O)c1cc(CC)sc1NC(=O)c1ccc(N2C(=O)CCC2=O)cc1	7	x	2	-5	x	-10	x	0.04	x
CCCc1oc(C(=O)O)cc1CN1CCCC1	0	9	-4	2	96	-12	107	0	98
CCOC(=O)N1CCN(C(=O)Cc2ccc(Cl)cc2)CC1	x	-4	x	x	97	x	101	1.5	93
COc1cccc(-c2noc(-c3cccnc3)n2)c1	-15	-7	2	0	91	-1	109	-0.13	93
COC(=O)c1ccc(NC(=S)N2CCN(Cc3ccccc3)CC2)cc1	0	x	7	15	x	4	x	-0.55	x
O=C(c1cnn2ccccc12)N1CCCc2ccccc21	0	2	-3	-10	106	-14	95	x	107
CC(CC(C)C(=O)Nc1ccccc1C(C)(C)C)C(=O)O (stereo not drawn)	-13	-14	-2	9	113	-2	99	0.44	105
CCCNC(=O)c1cc(-c2ccco2)on1	-24	-3	19	16	101	-33	80	-0.34	92
Cc1ccc2c(C)nc(Nc3nc(CSc4nnc(C)s4)cc(=O)[nH]3)nc2c1	-13	11	6	18	35*	1	46*	-1.7	17*
N#CCSc1nnc(N)s1	x	2	x	x	106	x	96	-0.08	96
COC(=O)CCC(=O)Nc1ccc(NC(=O)CCC(=O)OC)cc1	-5	x	5	7	x	-3	x	0.26	x
O=c1oc2ccccc2c2c1ncn2C1CCCCC1	-19	7	-14	-4	61	5	85	1.1	103
COc1cc([C@H]2[C@@H]3CCCC[C@]3(O)CCN2CC(=O)Nc2ccc(C)cc2)ccc1O	-26	10	29	-1	92	-36	85	-0.19	92
Cc1cc(C)cc(NC(=O)CN2CCCN(S(=O)(=O)c3ccc(Br)s3)CC2)c1	0	-10	x	5	53	-17	87	-0.33	66
COc1ccc(S(=O)(=O)n2ccnc2)c2cccnc12	-42	0[fluorescence artefact?]	-2	19	95	4	100	0.5	106
COc1cc(C(=O)NCc2cccc3ccccc23)cc(Cl)c1OC	31	x	-7	0	x	1	x	-1.2	x
COc1cc(C(=O)N2CCCN(c3nc4cc(C)ccc4cc3C#N)CC2)cc(OC)c1OC	x	15[fluorescence artefact?]	x	x	9.8*	x	87	x	88
COc1ccc(N(C(=O)c2cnccn2)C(C(=O)NC2CCCCC2)c2ccc(Cl)cc2)cc1 (stereo not drawn)	-2	5	-11	-12	83	2	79	-0.37	76
CCCc1ccc(OC(=O)c2cccs2)cc1	5	4	7	-9	107	-11	99	-0.69	101
O=C(COC(=O)c1ccc(Br)o1)NCc1cccs1	-17	x	1	-2	x	-38	x	0.76	x
O=C(O)Cn1cc2c(n1)CCCCC2	2	x	-22	0	x	-10	x	0.88	x
C=CCOc1ccc2nc(NC(=O)OC)[nH]c2c1	-1	4	-4	-20	33*	47	49*	-0.72	47
COc1cc(N)ccc1C(=O)O	-15	7	11	6	95	-14	95	0.58	89
O=S(Cc1ccc(Br)cc1)Cc1nnc(SCc2c(Cl)cccc2Cl)n1-c1ccccc1 (stereo not drawn)	-3	x	5	8	x	-20	x	-0.58	x
CCOC(=O)CNC(=O)CSc1nnc(-c2cccc(C)c2)n1-c1ccc(OC)cc1	5	8	1	12	91	-21	106	-0.31	105
CN=C1SC(CC(=O)Nc2sc(C)c(C)c2C(=O)OC)C(=O)N1C (stereo not drawn)	4	9	-16	17	87	-16	100	-0.52	87
O=C(Nc1cccc(C(=O)N2CCOCC2)c1)NC1CCCCC1	-9	4	9	-18	90	-15	108	0.51	104
CCCCn1c2c(c3ccccc31)CCc1nonc1-2	-9	9	7	2	96	-8	84	x	98
C=CCOC(=O)CCP(=O)(CCC(=O)OCC=C)c1ccccc1	-21	20[fluorescence artefact?]	20	x	99	x	100	0.92	92
O=C(COc1ccccc1)Nc1ccc(S(=O)(=O)N2CCCCCC2)cc1	-32	9	17	34	97	-20	111	-0.61	99
C=C(C)CSc1nnc(-c2cc(OC)c(OC)c(OC)c2)n1N	11	-15	17	-6	110	-16	101	-0.27	94
COc1cc(C)nc(OCCNC(=O)COc2ccc(Cl)cc2C)n1	-16	-5	4	-8	75	-29	94	0.05	107
CNC(=O)NCCN1CCCC1=O	-47	11	18	18	100	-20	99	-0.52	98
O=C(CSc1ccc(Cl)cc1)N1CCN(c2ccc([N+](=O)[O-])cc2Cl)CC1	-5	x	15	-8	x	-16	x	1.8	x
CC1(C(=O)N(c2ccccc2)C(C(=O)NC2CCCC2)c2ccccn2)CC(=O)N=C2C=CC=CN21 (stereo not drawn)	13	5	-16	9	90	-2	101	0.61	103
Cc1ccc(C(=O)/C=C/c2c(C)nn(-c3ccccc3)c2Cl)cc1	-7	x	7	-1	x	3	x	-1.4	x

A portion taken from the entries so far, as a working copy:
SMILES	HUVEC tox IL1B	Smad3 inh	F-actin modifier	VCAM1 TNFa inh	H69AR inhibit	TNFa cytotox	Fibroblast inh	PTK2B oligo ant	HUVEC prolif 384
Cc1nc(SCC(=O)NCc2ccc(F)cc2)c2c(=O)n(C)c(=O)n(C)c2n1	11	2	-10	-6	85	-8	105	x	95
COc1cc2c(C(=O)N3CCN(C)CC3)c(C)oc2cc1Br	-12	9	-31	-4	98	-26	92	-0.31	100
Oc1c(Cl)cc(Cl)cc1/C=N/c1nccs1	-9	3	13	-7	81	-15	91	-1.2	53
CC(=O)N1N=C(c2cccc(Cl)c2)OC1c1ccc(C(C)C)cc1 (stereo not drawn)	16	14	4	12	89	6	97	0.76	106

(continued)
SMILES	HUVEC tox IL1B	Smad3 inh	F-actin modifier	VCAM1 TNFa inh	H69AR inhibit	TNFa cytotox	Fibroblast inh	PTK2B oligo ant	HUVEC prolif 384
CCC(CC)NC(=O)c1ccc2nc[nH]c2c1	-8	x	-6	1	x	-22	x	0.07	x
O=C(C1CC1)N1CCC(c2nc(-c3ccc(S(=O)(=O)N4CCCC4)cc3)no2)CC1	-1	-12	11	4	93	-41	109	0.92	98
O=C(CSc1nnc(-c2ccccc2O)o1)Oc1ccc(Br)cc1	2	13	11	9	93	x	108	1.8	89
COc1ccc(OC)c(NC(=O)c2cn(C)c(=O)c3cc(OC)c(OC)cc23)c1	-14	8	-31	11	72	6	111	-1.4	95
O=C1c2ccccc2C(=O)N1CN(C(=O)COc1ccccc1)c1ccccc1	-29	x	-16	8	x	10	x	0.62	x
c1ccc(CNc2ncnc3c2ncn3C2CCCCO2)cc1 (stereo not drawn)	x	1	x	x	96	x	89	0.3	96
CCOC(=O)c1oc2ccccc2c1CSc1nnnn1-c1ccc(C)cc1	-10	4	-5	0	78	3	91	-1.2	96
COc1ccc(-c2nc(Cc3ccc(Cl)cc3)no2)cc1OC	-14	29	-5	-3	105	-13	108	-0.24	112
C=CCn1cc(C(=O)N2CCN(C)CC2)c(=O)c2cc(S(=O)(=O)N3CCCC3)ccc21	3	5	-3	-7	97	20	91	x	94
COc1ccc(C2C(C(C)=O)=C(C)N=c3s/c(=C/c4ccc5c(c4)OCO5)c(=O)n32)cc1 (stereo not drawn)	-19	-1	-3	21	97	-6	101	x	92
CCOC(=O)Cn1c(=O)n(Cc2ccco2)c(=O)c2ccc(C(=O)NC3CCCC3)cc21	6	x	-2	6	x	-29	x	x	x
Cc1cccc(N2C(=O)CC(N3CCN(C(=O)c4ccccc4)CC3)C2=O)c1 (stereo not drawn)	14	x	-10	6	x	0	x	0.57	x
Cn1ccnc1Sc1nc2ccccc2nc1NS(=O)(=O)c1ccccc1	x	-5	x	x	101	x	94	-0.17	89
CC(=O)NN1C(=O)c2ccc(Oc3ccc([N+](=O)[O-])cc3)cc2C1=O	-34	x	0	9	x	1	x	2.3	x
COc1ccccc1N1CCN(Cc2ccc(Br)o2)CC1	x	-11	x	x	102	x	100	0.32	103
COc1ccc(OC)c(NC(=O)COC(=O)c2ccc(-n3cnnn3)cc2)c1	-19	-2	-10	-3	92	-15	97	0.88	100

Compound activity: PubChem, several laboratories

An excerpt; the hit share may differ from the screen's.
